VHR inh abs – DUSP3 (human) phosphatase inhibition; P51452; recombinant VHR phosphatase, pNPP absorbance; inhibition, % at 13.3 µM; 290,000 compounds, 0.52% hits; in the data active means inhibition above about 50%; further: some compounds called inactive have numbers as strong as hits
Target sequence (P51452 whole entry, looked up): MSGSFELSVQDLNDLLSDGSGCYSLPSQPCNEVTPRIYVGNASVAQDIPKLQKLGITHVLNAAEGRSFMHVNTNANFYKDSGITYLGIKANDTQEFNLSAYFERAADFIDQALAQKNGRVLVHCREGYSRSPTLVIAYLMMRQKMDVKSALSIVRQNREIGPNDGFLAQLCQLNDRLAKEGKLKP
Vc quorum ag – quorum light induction in luxS cqsA deficient V. cholerae; 350,000 compounds, 0.16% hits; V. cholerae BH1578 lux reporter, luminescence, 6 h; AID 588436; activation, % at 18.7 µM; in the data active means activation mostly above about 9.7%, no sharp cut-off; further: not every result past the cut was called active; inactives centre near 0; reference of the scale not given here
Rv3671c inh – inhibits the M. tuberculosis serine protease Rv3671c. P9WHR9. 320,000 compounds, 0.048% hits. inhibition, % at 5.96 µM; in the data active means inhibition above about 38%;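 further: extracellular domain of Rv3671c used as enzyme; 0% = enzyme with DMSO and 100% = no enzyme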
Target sequence (P9WHR9 whole entry, looked up, the tested form may be a part): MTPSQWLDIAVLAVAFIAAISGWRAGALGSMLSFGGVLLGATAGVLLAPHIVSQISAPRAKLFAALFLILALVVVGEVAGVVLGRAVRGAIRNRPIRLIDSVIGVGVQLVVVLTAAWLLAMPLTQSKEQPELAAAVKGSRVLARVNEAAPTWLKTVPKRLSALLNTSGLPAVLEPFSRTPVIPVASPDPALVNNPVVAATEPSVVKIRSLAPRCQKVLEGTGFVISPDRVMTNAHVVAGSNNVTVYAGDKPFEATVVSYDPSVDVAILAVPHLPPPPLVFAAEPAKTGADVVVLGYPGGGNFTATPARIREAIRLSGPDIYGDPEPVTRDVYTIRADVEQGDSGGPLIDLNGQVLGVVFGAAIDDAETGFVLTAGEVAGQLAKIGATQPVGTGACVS
3CLpro inhibitor – SARS-CoV 3CLpro protease inhibition; P0C6X7; 290,000 compounds, 0.14% hits; recombinant SARS-CoV 3CLpro, quenched FRET peptide cleavage; inhibition, % at 6 µM; in the data active means inhibition above about 12%
Y pestis TopoI – inhibitors of Yersinia pestis topoisomerase I | Y. pestis Topo-I cleavage product accumulation, plate reader | activity, % at 10 µM | 360,000 compounds, 0.064% hits; in the data active means activity above about 50%, passing the limit was not always enough; further: inactives centre near 2
Anthrax LF inh2 – inhibitors of Bacillus anthracis lethal factor protease; inhibition, % at 10 µM; 360,000 compounds, 0.12% hits; P15917; multiplex microsphere protease cleavage assay, LF; in the data active means inhibition above about 30%; further: plate controls were buffer without enzyme for full effect and enzyme alone for no effect
TcdB GH inh – TcdB glycohydrolase inhibition; 350,000 compounds, 0.24% hits; AID 652162; TcdB glycohydrolase enzymatic assay, plate reader; P18177; inhibition, % at 9.99 µM; in the data active means inhibition above about 10%
PfHsp40 yeast – restores yeast growth despite PfHsp40 toxicity; S. cerevisiae expressing PfHsp40, growth rescue, ATP luminescence; growth rescue, % at 12.5 µM; 340,000 compounds, 0.68% hits; in the data active means growth rescue above about 28%, passing the limit was not always enough;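 further: yeast W303a lacking pdr1 and pdr3 grown in galactose medium; growth measured after three days at 30 °C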
PriA SSB inh – K. pneumoniae PriA-SSBct interaction inhibition; inhibition, % at 33 µM; 430,000 compounds, 0.6% hits; AlphaScreen SSBct-PriA binding, biotinylated peptide; in the data active means inhibition mostly above about 37%, no sharp cut-off; inactive means mostly below about 20%;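 further: plate controls were negative control peptide for no effect and reference peptide for full effect; strong numbers were not always called active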
MazF activator – increases E. coli MazEF RNase cleavage of RNA; P0AE70; FAM/BHQ RNA-DNA oligo cleavage fluorescence, 5 h; activation, % at 20 µM; 350,000 compounds, 0.32% hits; in the data active means activation above about 50%
Target sequence (P0AE70 whole entry, looked up): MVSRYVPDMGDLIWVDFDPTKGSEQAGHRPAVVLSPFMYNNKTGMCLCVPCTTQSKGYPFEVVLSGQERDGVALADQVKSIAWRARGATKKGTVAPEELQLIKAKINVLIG
* marks the source's active call; other numbers are inactive results. A portion of the library; count on the stated rates, not on these rows.

`CCN(Cc1cc2cccc(C)c2[nH]c1=O)C(=O)c1ccccc1OC` gave VHR inh abs 14, Vc quorum ag -0.4, Rv3671c inh 5, Y pestis TopoI 5, Anthrax LF inh2 -5, PfHsp40 yeast -1.6, PriA SSB inh -7 and MazF activator 3.
Screening CC(C)C[C@H]1CN=C(N(C)C)N1CCc1cccc(F)c1 returned Vc quorum ag 4.0, Rv3671c inh 2, Y pestis TopoI 3, Anthrax LF inh2 -12, TcdB GH inh -0.3, PfHsp40 yeast 0.1, PriA SSB inh -3 and MazF activator 7.
Screening COc1cc(/C=N/NC(=O)C(=O)N2CCCC2)ccc1O returned VHR inh abs 5, Vc quorum ag inactive, Rv3671c inh 3, 3CLpro inhibitor 0, Y pestis TopoI 5, Anthrax LF inh2 0, PfHsp40 yeast -0.9 and MazF activator 2.
For CCn1c(SCC(=O)Nc2ccc(NC(=O)c3ccco3)c(OC)c2)nc2ccccc2c1=O the results were VHR inh abs -8, Vc quorum ag inactive, Rv3671c inh 1, 3CLpro inhibitor -1, Y pestis TopoI 7, Anthrax LF inh2 -1, PfHsp40 yeast -0.4, PriA SSB inh -7 and MazF activator -7.
Screening O=c1cc(N2CCN(Cc3ccccc3)CC2)[nH]c(=O)n1-c1cccc(C(F)(F)F)c1 returned VHR inh abs 18, Vc quorum ag 5.0, Rv3671c inh -5, 3CLpro inhibitor 0, Y pestis TopoI -2, Anthrax LF inh2 -6, PfHsp40 yeast -0.5, PriA SSB inh 2 and MazF activator 3.
`COc1cc(C2CC(=O)NC(SCC(=O)Nc3ccccc3C)=C2C#N)ccc1O` (stereo unspecified) gave VHR inh abs 22, Vc quorum ag -0.5, Rv3671c inh -2, 3CLpro inhibitor 2, Y pestis TopoI -2, Anthrax LF inh2 -2, PfHsp40 yeast 1.0, PriA SSB inh -13 and MazF activator -1.
For COc1ccc(C(=O)NNC(=O)c2cc(C)nc3ccccc23)cc1 the results were Vc quorum ag -2.1, Rv3671c inh -2, Y pestis TopoI -3, Anthrax LF inh2 -2, TcdB GH inh -2.1, PfHsp40 yeast 0.0, PriA SSB inh -4 and MazF activator 7.
`COc1ccc(S(=O)(=O)N(CC(=O)N/N=C/c2ccccc2C(=O)O)c2ccccc2OC)cc1` gave VHR inh abs 13, Vc quorum ag 0.3, Rv3671c inh 1, 3CLpro inhibitor 3, Y pestis TopoI -1, Anthrax LF inh2 -6, TcdB GH inh -0.9, PfHsp40 yeast -0.9, PriA SSB inh inactive and MazF activator 7.
For Cc1ccc(-c2nc(N)sc2CC(=O)OCC(=O)N2C(C)CCCC2C)cc1 (stereo unspecified) the results were VHR inh abs 8, Vc quorum ag -0.6, Rv3671c inh -4, 3CLpro inhibitor 2, Y pestis TopoI 21, Anthrax LF inh2 -5, TcdB GH inh -5.3, PfHsp40 yeast -0.3, PriA SSB inh 14 and MazF activator 5.
Screening Cc1ccc2nc(N3CCN(C)CC3)c(C=O)c(=O)n2c1 returned VHR inh abs 66, Vc quorum ag -1.6, Rv3671c inh -10, 3CLpro inhibitor -3, Y pestis TopoI -1, Anthrax LF inh2 -7, TcdB GH inh 0.7, PfHsp40 yeast 2.2, PriA SSB inh 2 and MazF activator -2.
For O=S(=O)(NC1=NCCCCC1)c1cc(F)ccc1F the results were Vc quorum ag 0.9, Rv3671c inh 1, Y pestis TopoI 9, Anthrax LF inh2 1, TcdB GH inh -0.2, PfHsp40 yeast 1.0, PriA SSB inh -10 and MazF activator 3.
Cc1ccc(C2=NNC(C(O)C(O)C(O)C(O)CO)S2)cc1 (stereo unspecified) was read as VHR inh abs 6, Vc quorum ag -0.2, Rv3671c inh 1, 3CLpro inhibitor 0, Y pestis TopoI 4, Anthrax LF inh2 1, PfHsp40 yeast -0.2, PriA SSB inh -2 and MazF activator -8.
`c1ccc(OCc2nnc3sc(-c4cccs4)nn23)cc1` gave VHR inh abs 3, Vc quorum ag inactive, Rv3671c inh 6, 3CLpro inhibitor -7, Y pestis TopoI 4, Anthrax LF inh2 -1, PfHsp40 yeast 0.1, PriA SSB inh -13 and MazF activator 5.
Screening Nc1nc(SCc2ccccc2)c2ncn(C3CCCO3)c2n1 (stereo unspecified) returned Vc quorum ag -0.8, Y pestis TopoI 11, Anthrax LF inh2 5, TcdB GH inh 1.8, PfHsp40 yeast -0.8, PriA SSB inh 5 and MazF activator -1.
For CCOc1cc(Br)c(/C=C2/C(=O)N(C)C(=S)N2CC(=O)OC)cc1OC the results were VHR inh abs 8, Vc quorum ag -0.2, Rv3671c inh 2, 3CLpro inhibitor -1, Y pestis TopoI 24, Anthrax LF inh2 1, TcdB GH inh 0.6, PfHsp40 yeast 0.4, PriA SSB inh -7 and MazF activator 4.
Screening Cc1cc(C)nc(NC(=O)CSc2nnnn2-c2ccccc2)n1 returned VHR inh abs 32, Vc quorum ag -0.2, Rv3671c inh 1, 3CLpro inhibitor -4, Y pestis TopoI -2, PfHsp40 yeast -0.9, PriA SSB inh -1 and MazF activator 0.
`COc1ccc(C(OC(=O)c2c(C)noc2C)C(=O)NC2CCCC2)cc1` (stereo unspecified) gave VHR inh abs 18, Vc quorum ag -1.2, Rv3671c inh -2, 3CLpro inhibitor -1, Y pestis TopoI 1, Anthrax LF inh2 0, TcdB GH inh 2.4, PfHsp40 yeast -1.9, PriA SSB inh -5 and MazF activator 9.
Screening S=c1nc(C2CCCCC2)[nH]c2ccccc12 returned VHR inh abs 14, Vc quorum ag -1.6, Rv3671c inh -3, 3CLpro inhibitor 1, Y pestis TopoI 7, Anthrax LF inh2 4, TcdB GH inh 2.6, PfHsp40 yeast 5.0, PriA SSB inh -7 and MazF activator 4.
Screening CCO[C@@H]1OC(C(=O)N2CCN(Cc3ccc4c(c3)OCO4)CC2)=C[C@H](c2ccc3c(c2)OCO3)[C@H]1CCCO returned VHR inh abs 7, Rv3671c inh 12, 3CLpro inhibitor 1, TcdB GH inh 0.2, PriA SSB inh 6 and MazF activator 7.
COC(=O)c1c(NC(=O)c2ccc(C(=O)c3ccccc3)cc2)sc2c1CC(C)(C)NC2(C)C was read as Vc quorum ag -5.3, Y pestis TopoI -1, Anthrax LF inh2 -7, TcdB GH inh 1.5, PriA SSB inh -2 and MazF activator 20.
For COc1ccccc1-n1c(SCC(=O)Nc2cccc3ccccc23)nc(O)cc1=O the results were VHR inh abs 12, Rv3671c inh -18, 3CLpro inhibitor 1, Y pestis TopoI 6, Anthrax LF inh2 -2, PfHsp40 yeast 0.1, PriA SSB inh -6 and MazF activator -15.
`COC(=O)CSc1nc2ccc(C)cc2[nH]1` gave VHR inh abs -13, Vc quorum ag inactive, Rv3671c inh -9, 3CLpro inhibitor -6, Y pestis TopoI 0, Anthrax LF inh2 -1, PfHsp40 yeast -0.2, PriA SSB inh -7 and MazF activator 5.
O=C(c1ccccc1)c1nnc(-c2ccccc2F)o1 was read as VHR inh abs -14, Vc quorum ag 1.7, Rv3671c inh -10, 3CLpro inhibitor 5, Y pestis TopoI 5, Anthrax LF inh2 -4, PfHsp40 yeast -1.9, PriA SSB inh -1 and MazF activator 10.
Cc1cccc(Cl)c1NNC(=O)Nc1c([N+](=O)[O-])c(C)nn1C was read as VHR inh abs 12, Vc quorum ag inactive, Rv3671c inh -9, 3CLpro inhibitor -1, Y pestis TopoI 1, Anthrax LF inh2 -8, TcdB GH inh 1.2, PfHsp40 yeast -0.8, PriA SSB inh -4 and MazF activator 8.
CCOP(=O)(OCC)c1cc(C)c(O)c(C(C)(C)C)c1 was read as VHR inh abs 5, Vc quorum ag -0.2, Rv3671c inh -2, 3CLpro inhibitor 1, Y pestis TopoI -6, TcdB GH inh 1.3, PfHsp40 yeast -1.2, PriA SSB inh 3 and MazF activator 10.
For Cc1ccc(S(=O)(=O)Nc2ccc3c(c2)nc(CCN2CCCCC2)n3C)cc1 the results were VHR inh abs 37, Vc quorum ag -0.8, Rv3671c inh 5, 3CLpro inhibitor 4, Y pestis TopoI 0, Anthrax LF inh2 -1, TcdB GH inh 1.0, PfHsp40 yeast -2.0, PriA SSB inh 12 and MazF activator 9.
`CCn1c(SC(C)C(=O)Nc2nccs2)nnc1-c1ccncc1` (stereo unspecified) gave VHR inh abs 10, Rv3671c inh 1, 3CLpro inhibitor -2, Y pestis TopoI 3, Anthrax LF inh2 -4, TcdB GH inh 1.9, PfHsp40 yeast -1.3, PriA SSB inh 4 and MazF activator 8.
Screening Cc1ccc(C(=O)CCC(=O)N(C)CC(=O)Nc2c(Cl)cccc2Cl)cc1 returned VHR inh abs 1, Vc quorum ag inactive, Rv3671c inh -12, 3CLpro inhibitor 0, Y pestis TopoI 3, Anthrax LF inh2 6, TcdB GH inh -0.1, PfHsp40 yeast -0.3, PriA SSB inh 10 and MazF activator -1.
`CC(O)[C@H]1CNCCN1CC1(c2ccccc2)CC1` (stereo partly specified) gave Vc quorum ag -0.6, Rv3671c inh 1, Y pestis TopoI -5, Anthrax LF inh2 -4, TcdB GH inh -7.1, PfHsp40 yeast 0.2, PriA SSB inh -12 and MazF activator 3.
Cc1noc(C)c1S(=O)(=O)Nc1ccc(C(=O)N2CCc3ccccc3C2)cc1 was read as VHR inh abs 11, Vc quorum ag -5.6, Rv3671c inh 0, 3CLpro inhibitor 2, Y pestis TopoI -3, Anthrax LF inh2 -6, PfHsp40 yeast -0.3, PriA SSB inh -6 and MazF activator -8.
For Cc1ccc(C(=O)NC(=S)N2CCN(c3cc(C)ccc3C)CC2)cc1 the results were VHR inh abs 10, Vc quorum ag inactive, Rv3671c inh 1, 3CLpro inhibitor -1, Y pestis TopoI 11, Anthrax LF inh2 1, TcdB GH inh 0.3, PfHsp40 yeast -0.4, PriA SSB inh -6 and MazF activator -3.
`CC(Cc1ccccc1)NC(N)=O` (stereo unspecified) gave VHR inh abs 44, Vc quorum ag -0.5, Rv3671c inh 6, 3CLpro inhibitor -3, Y pestis TopoI -9, Anthrax LF inh2 1, TcdB GH inh -0.6, PfHsp40 yeast 0.7, PriA SSB inh -10 and MazF activator -4.
COc1ccccc1Cn1c(C)c(C(=O)NCCC#N)sc1=O was read as Vc quorum ag inactive, Y pestis TopoI 2, Anthrax LF inh2 -2 and TcdB GH inh 1.1.
`CCC(=NCc1ccc2c(c1)OCO2)c1c(O)n(C)c(=O)n(C)c1=O` gave VHR inh abs -4, Vc quorum ag inactive, Rv3671c inh -2, 3CLpro inhibitor -1, Y pestis TopoI 12, Anthrax LF inh2 0, PfHsp40 yeast 0.3, PriA SSB inh -8 and MazF activator -14.
Cc1nc2cc(CC(=O)O)ccc2o1 was read as VHR inh abs 29, Vc quorum ag 1.6, Rv3671c inh -6, 3CLpro inhibitor 2, Y pestis TopoI -1, Anthrax LF inh2 -4, PfHsp40 yeast -0.9, PriA SSB inh -21 and MazF activator -1.
CC1CCc2c(C(=O)NCCCN3CCOCC3)csc2C1 (stereo unspecified) was read as VHR inh abs 10, Vc quorum ag inactive, Rv3671c inh 7, 3CLpro inhibitor -3, Y pestis TopoI 0, Anthrax LF inh2 1, PfHsp40 yeast -0.9, PriA SSB inh 3 and MazF activator -8.

3 structures out of the list, ordered by heavy-atom count, lowest first:
`CC(Cc1ccccc1)NC(N)=O` (stereo unspecified) gave VHR inh abs 44, Vc quorum ag -0.5, Rv3671c inh 6, 3CLpro inhibitor -3, Y pestis TopoI -9, Anthrax LF inh2 1, TcdB GH inh -0.6, PfHsp40 yeast 0.7, PriA SSB inh -10 and MazF activator -4.
COc1ccccc1Cn1c(C)c(C(=O)NCCC#N)sc1=O was read as Vc quorum ag inactive, Y pestis TopoI 2, Anthrax LF inh2 -2 and TcdB GH inh 1.1.
`CCC(=NCc1ccc2c(c1)OCO2)c1c(O)n(C)c(=O)n(C)c1=O` gave VHR inh abs -4, Vc quorum ag inactive, Rv3671c inh -2, 3CLpro inhibitor -1, Y pestis TopoI 12, Anthrax LF inh2 0, PfHsp40 yeast 0.3, PriA SSB inh -8 and MazF activator -14.

Source: PubChem BioAssay
